# Screening results deposited in PubChem by NCI.
# NCI-60 one-dose screen, 48 h, at 10 µM unless noted. Numbers give growth in % (100 = growth as untreated, 0 = no growth, -100 = all killed).
# MOLT-4 = MOLT-4 leukemia cells. 80,000 tested, 6.9% active
# K-562 = K-562 leukemia | 78,000 tested, 7.4% active
# MDA-MB-231 = MDA-MB-231 breast cancer. 81,000 tested, 5% active. AID 1794789
# MDA-MB-468 = MDA-MB-468 breast cancer. 78,000 tested, 8.5% active
# MDA-MB-435 = MDA-MB-435 melanoma; 82,000 tested, 7.8% active
# RPMI-8226 = RPMI-8226 leukemia cells | 77,000 tested, 7.5% active | AID 1794781
# SR = SR leukemia cells | 73,000 tested, 8.7% active | AID 1794780
# CCRF-CEM = CCRF-CEM leukemia; 77,000 tested, 7% active; AID 1794778
# Active calls of the source: *; x = not tested or not shown; & = joins results of further samples. How the source made its calls: active means growth percent below 10; inactive means the rest.
# Start of the listing, in advance (2 entries):
mol,MOLT-4,K-562,MDA-MB-231,MDA-MB-468,MDA-MB-435,RPMI-8226,SR,CCRF-CEM
CCCCCc1ccc(S(=O)(=O)N(C(C)=O)c2cccc(-c3csc(N(CCN4CCN(C)CC4)C(C)=O)n3)c2)cc1,-9.2*,-26*,4.6*,-11*,-73*,-28*,-18*,4.6*
Cc1nc(Nc2ccccn2)sc1C(=O)/C=C/c1ccc(Cl)cc1,17,8.4*,20,16,-29*,12,16,17

# All compounds of this part, repeating the preview:
mol,MOLT-4,K-562,MDA-MB-231,MDA-MB-468,MDA-MB-435,RPMI-8226,SR,CCRF-CEM
CCCCCc1ccc(S(=O)(=O)N(C(C)=O)c2cccc(-c3csc(N(CCN4CCN(C)CC4)C(C)=O)n3)c2)cc1,-9.2*,-26*,4.6*,-11*,-73*,-28*,-18*,4.6*
Cc1nc(Nc2ccccn2)sc1C(=O)/C=C/c1ccc(Cl)cc1,17,8.4*,20,16,-29*,12,16,17
O=C(Nc1ccc(Cl)c(Cl)c1)Nc1ccc2[nH]ccc2c1,91,83,98,107,96,91,107,97
CCCCCCCCCC(=O)Oc1ccc(/C(=C(/CC)Cc2ccccc2)c2ccc(OCCN3CCCCC3)cc2)cc1,80,87,94,74,99,95,64,85
COc1ccc(-c2cn(-c3ccc(Cl)cc3)c(SCC(=O)c3ccc(Cl)cc3)n2)cc1,92,104,85,89,95,95,89,94
NC(=S)Nc1c(Br)cc(Br)cc1Br,115,124,91,104,110,93,110,91
O=C1OC(C(Cl)(Cl)Cl)OC1C(Cl)(Cl)Cl (configuration not stated),-11*,91,103,109,95,104,x,104
Cc1ccc(C2SCC(=O)N2NC(=O)C(O)(c2ccccc2)c2ccccc2)cc1 (configuration not stated),72,37,87,x,98,60,87,74
Cc1cccc(CSc2nc(=O)n(CCCO)c3c2CCC3)c1,98,98,104,110,104,108,106,115
CN(C)CCNC1CCc2c(c(C(=O)N(C)Cc3ccccc3)nn2C)C1 (configuration not stated),101,115,95,96,106,115,98,134
O=C1c2ccccc2C(=O)N1N1C(=O)c2ccccc2C1=O,98,x,112,109,109,97,92,99
Oc1cc(O)c2c(c1)O[C@H](c1ccc(O)c(O)c1)[C@@H](O)C2,x,104,98,115,104,x,x,94
C[C@@H]1CC=C2[C@H](CC[C@H](O)C2(C)C)[C@@]1(C)CCc1ccoc1,90,96,97,96,124,109,99,96
CN(CC(=O)N(Cc1ccc(C2CCCCC2)cc1)c1ccc(C(=O)NO)cc1)S(=O)(=O)c1c(F)c(F)c(F)c(F)c1F,39,21,40,-36*,99,63,-4.5*,42
COc1ccccc1/C=N/N=C(N)N,97,105,101,103,94,x,x,96
C/C(=N\NS(=O)(=O)c1ccc(C)cc1)c1ccccc1,103&91,104&102,100&117,101&109,110&103,92&100,106&108,101&103
CCOC(=O)C1CC(C(=O)OCC)c2nc3ccccc3nc21 (configuration not stated),98,107,102,101,104,96,81,114
COc1ccc(C(=O)CSc2nnc3sc(Nc4cccc(Cl)c4)nn23)cc1,91,95,104,99,109,113,89,104
CN(C)CCN(Cc1ccc(Cl)cc1)c1ccccn1,101,95,83,83,94,94,103,99
Cc1ccccc1-n1nnc(C(=O)Nc2nc3ccc(F)cc3s2)c1C,44,35,82,33,59,45,56,67
COc1cccc(/C=N/NC(=O)N/N=C/c2cccc(OC)c2O)c1O,83,23,93,108,61,33,53,59
CS(=O)(=O)OCc1ccc(COS(C)(=O)=O)cc1,77,92,104,104,102,95,93,101
N#C/C(=C\c1ccc(F)cc1)c1cc2ccccc2[nH]1,91,87,96,73,109,81,88,98
CCC(C)C1(C)OC1C(=O)OC (configuration not stated),103,106,117,107,93,90,105,88
Cc1ccc(Cn2cc(COc3ccc4c5ccnc(C)c5n(CCCc5ccccc5)c4c3)nn2)cc1,78,62,76,99,106,64,82,92
COc1cccc(-c2nn(-c3ccccc3)cc2-c2ccnc(NCCCNS(=O)(=O)c3cccc4ccccc34)c2)c1,37,28,44,60,69,45,19,52
C=C(CNCCc1ccc(O)cc1)[C@@H]1CC[C@]2(CO)CC[C@]3(C)[C@H](CC[C@@H]4[C@@]5(C)CCC(NCCc6ccc(O)cc6)C(C)(C)[C@@H]5CC[C@]43C)[C@@H]12 (some centres not stated),-49*,-73*,-87*,-75*,-90*,-52*,-59*,-43*
CC(=O)N1CCc2cc([N+](=O)[O-])ccc21,108,108,107,109,107,x,105,91
CN(C)c1ccc(/C=N\NC(=O)/C=C/C=C/c2ccc3c(c2)OCO3)cc1,96,44,92,104,30,94,38,80
COc1cccc(C(=O)Nc2cccc(NC(=O)c3ccccn3)c2)c1,89,91,105,105,93,101,77,103
CCCCCCCCCCCCNC(=O)c1cccnc1,98,80,72,65,93,79,x,98
COc1cc2c(c(OC)c1OC)-c1ccc(NNC(N)=S)c(=O)cc1[C@@H](NC(C)=O)CC2,23,10,20,-14*,-12*,-12*,13,21
COc1ccc(CCn2cncc2-c2c[nH]c3cc(Br)ccc23)cc1,78,45,58,38,84,39,66,69
O=[N+]([O-])c1ccc2nc[nH]c2c1,126&99,124&100,102&106,108&124,100&108,100,121&85,101
Nc1cc(-c2c[nH]c3ccc(Br)cc23)nc2cc(-c3c[nH]c4ccccc34)nn12,3.8*,6.2*,-83*,-82*,-75*,0.1*,7.9*,-14*
N#CC(C(N)=O)c1ccccc1 (configuration not stated),118,115,102,103,99,102,107,94
c1cncc(-c2csc(-c3c[nH]c4ccccc34)n2)c1,80,98,73,99,87,x,70,x
C#CC[N+](CC)(CC)CC#CCC[N+](CC)(CC)CC#C,104,103,98,99,105,108,96,101
COc1cc(OC)c(C(=O)/C=C/c2ccc(C(F)(F)F)cc2)c(OC)c1,24,32,60,46,24,25,32,26
N#Cc1c(N2CCNCC2)[nH]n(C2=Nc3ccccc3Sc3ccccc32)c1=O,75,119,111,113,111,126,81,92
CCCC1O[C@@H]2CC3C4CCC5=CC(=O)C=CC5(C)C4[C@@H](O)CC3(C)[C@]2(C(=O)CO)O1 (some centres not stated),90,90,89,115,93,68,100,48
CN1CCN(Cc2ccc(NC(=O)c3cncc(C#Cc4cncc5[nH]ncc45)c3)cc2C(F)(F)F)CC1,3.8*,-5.0*,-88*,17,2.8*,1.4*,-4.7*,7.3*
O=C(NCCN1CCOCC1)c1ccc(-c2nc3ccc4[nH]ncc4c3c3c2C2CCC3C2)cc1 (configuration not stated),80,89,104,112,100,100,x,101
CCOC(=O)c1ccc(NC(=O)NCn2c(=O)[nH]c3ccccc3c2=O)cc1,x,x,97,87,103,90,x,100
COC(=O)c1ccc(-c2c(-c3ccccc3)c(F)c3oc(C(=O)OC)c(N)c3c2-c2ccccc2)cc1,67,85,99,84,101,101,77,95
O=C(O)CCNC(Cc1ccc(O)cc1)C(=O)O (configuration not stated),106&98,100&91,97&137,111&104,107&103,100&111,80&93,90&105
CCN(CC)CCn1cnc2c1c(=O)n(C)c(=O)n2C,95,101,111,101,105,97,90,95
O=C(Nc1ccc(-c2nc(-c3cccc(O)c3)c(-c3ccnc(Br)c3)[nH]2)cc1)c1ccccc1,-16*,1.2*,30,7.5*,x,x,-15*,3.7*
Cc1cc(C)cc(NC(=O)Cn2nncc2CN2C(=O)CSC2=O)c1,105,101,98,97,103,110,118,113
CCCCCCc1nc2c(c(=O)n(C)c(=O)n2C)n1C,87,86,93,107,101,93,98,107

# (continued)
mol,MOLT-4,K-562,MDA-MB-231,MDA-MB-468,MDA-MB-435,RPMI-8226,SR,CCRF-CEM
O=C1c2ccccc2C23C(=C(c4ccncc4)c4cc(C(F)(F)F)ccc42)CCCN13 (configuration not stated),98,93,96,96,95,101,86,98
Cn1nc(SCc2ccccc2)c(=O)[nH]c1=O,95,104,114,98,109,102,108,100
Cc1[nH]c(/C=C/C(=O)c2ccc(C(F)(F)F)c(F)c2)c(C)c1C(=O)NNc1ccccc1,59&83,30&52,79&82,70&92,75&94,77,69&74,71&91
O=C(O)c1ccc(Nc2nc(O)c(C=Nc3ccc(Cl)cc3)s2)cc1,103,107,105,103,107,103,115,99
Cc1cc(C)n(/N=C/c2ccccc2O)c(=O)c1C#N,101,114,112,110,118,90,100,89
CC1(C)CC(=O)C2=C(C1)NC(=O)CC2,98&101,101&97,104,100&96,99&100,117&103,x,82
O=C(O)c1cn(C2CC2)c2cc(N3CCN(Cc4ccccc4O)CC3)c(F)cc2c1=O,89,70,81,68,84,71,50,81
Cc1nn(C)c2ncnc(N/N=C/c3ccc(O)cc3)c12,83,85,87,94,98,96,80,81
COc1ccccc1NC(=O)/C(=C/C1CC(=O)NC1=S)C(C)=O (configuration not stated),102,103,102,105,103,99,98,103
O=C(/C=C/c1ccccc1Cl)c1ccccc1,97,90,105,113,99,89,73,98

# An excerpt of these results, as labelled records.
CC1(C)CC(=O)C2=C(C1)NC(=O)CC2
  MOLT-4: 98&101
  K-562: 101&97
  MDA-MB-231: 104
  MDA-MB-468: 100&96
  MDA-MB-435: 99&100
  RPMI-8226: 117&103
  SR: x
  CCRF-CEM: 82
O=C(O)c1cn(C2CC2)c2cc(N3CCN(Cc4ccccc4O)CC3)c(F)cc2c1=O
  MOLT-4: 89
  K-562: 70
  MDA-MB-231: 81
  MDA-MB-468: 68
  MDA-MB-435: 84
  RPMI-8226: 71
  SR: 50
  CCRF-CEM: 81
Cc1nn(C)c2ncnc(N/N=C/c3ccc(O)cc3)c12
  MOLT-4: 83
  K-562: 85
  MDA-MB-231: 87
  MDA-MB-468: 94
  MDA-MB-435: 98
  RPMI-8226: 96
  SR: 80
  CCRF-CEM: 81

# Continuation:
mol,MOLT-4,K-562,MDA-MB-231,MDA-MB-468,MDA-MB-435,RPMI-8226,SR,CCRF-CEM
C[n+]1ccccc1C=O,102,104,111,101,104,101,114,96
COC(=O)c1[nH]nc(OC)c1C1(C(C#N)c2nc3ccccc3s2)CCCc2ccccc21 (configuration not stated),102,92,80,98,104,95,100,96
O=Cc1cn(S(=O)(=O)c2ccc(Cl)cc2Cl)c2ccccc12,89,72,90,81,91,81,73,83
CCOC(=O)C(C(=O)OCC)c1nc(=O)[nH]c(=O)[nH]1,103,90,97,96,102,103,102,98
CC1=CC(C)(C)NC(=S)N1c1ccccc1,x,x,111,100,115,106,x,x
Cc1cn(C)cn1,105,106,112,112,98,102,99,97
Cc1cc2c(C(C)C)c(O)c(O)c(/C=N/O)c2c(O)c1-c1c(C)cc2c(C(C)C)c(O)c(O)c(/C=N/O)c2c1O,-7.6*,-9.1*,26,21,37,15,4.5*,10
O=c1[nH]nc(-c2ccccc2)c2ccccc12,98,104,95,92,102,93,103,97
NS(=O)(=O)c1ccc(Nc2nc(Nc3ccccc3)nc(N3N=C(c4ccc(Cl)cc4)CC3c3ccc4c(c3)OCO4)n2)cc1 (configuration not stated),48,67,74,78,76,65,41,36
N#Cc1c(-c2ccccc2)nc(NCCO)[nH]c1=O,103,97,x,112,105,x,95,106
Cc1n[nH]c(=S)n1N,96,115,115,x,109,100,98,103
CC(C)CSc1nc(NCCO)c(C#N)c(-c2ccc(F)cc2)n1,81,91,95,99,105,104,71,93
Cc1nn(-c2ccccc2)c2nc(C)n(CC(=O)N/N=C/c3ccccc3O)c(=O)c12,23,18,34,-23*,35,29,55,26
Cc1ccc(Nc2ccc(N)cc2S(=O)(=O)O)cc1,116&77,128&67,110&113,104,104&97,93&99,124,87&92
Cn1c(=O)[nH]c(=O)c2nc(CCC(=O)NC(Cc3ccccc3)C(=O)O)c(=O)[nH]c21 (configuration not stated),110,110,104,90,100,106,116,100
O=c1c2cc(F)cc(Cl)c2sc2c(NCc3ccccc3)nc3ccccc3c12,90,103,84,18,101,x,92,103
O=S(=O)(c1ccccc1)N1C=C/C(=C\Cn2cc(-c3ccc(Br)cc3)nn2)CC1,103,67,95,53,97,89,87,83
COc1ccc2c(=O)c(C)c(C(=O)N[C@@H](Cc3ccccc3)C(=O)C(=O)NCc3ccccc3)oc2c1,105,91,106,104,102,103,68,100
CC(C)Cc1ccc(C(C)C(=O)NCc2ccc(Cn3c(=O)sn(CCCl)c3=O)cc2)cc1 (configuration not stated),38,53,93,67,92,86,28,31
C#CCOc1cccc(-c2ncc3cc(NC(=O)C=C)ccc3n2)c1,66,65,69,45,78,59,27,52
Cc1ccc(S(=O)(=O)NNC(=O)C23CCC(CC2)C3)cc1,96,93,119,102,110,111,105,98
O=c1oc2ccc(F)cc2c(=O)n1-c1ccc(F)cc1F,22,16,51,-4.2*,12,5.5*,x,36
COc1ccc(CN2c3ccccc3Oc3ccccc32)cc1F,42,x,53,44,-0.9*,61,27,67
Cc1cc(NCc2cn(-c3ccc(C(F)(F)F)cc3)nc2-c2ccc(C(=O)O)cc2)ccc1F,84,68,87,93,86,66,86,77
COc1ccc(C/C(C)=C(\c2ccc(O)cc2)c2ccc(OCCN(C)C)cc2)cc1,94,99,112,120,102,111,82,99
O=C(CN1CCCCC1)Nc1nc2ccc(NCc3ccc(F)cc3)cc2s1,89,88,85,80,100,84,107,78
C/C(=N\NC(=S)Nc1ccc(C)cc1)c1sc(Nc2cccc(Cl)c2)nc1C,70,77,85,105,101,95,75,84
Cc1ccc2nc(SCn3nnc4ccccc4c3=O)[nH]c2c1,71,74,98,x,101,94,112,102
Nc1nc(/C(=C/CC(=O)O)C(=O)N[C@@H]2C(=O)N3C(C(=O)O)=CCS[C@H]23)cs1,102,104,114,100,107,121,x,109
Cc1ccc(C(=O)NNC(=O)c2ccccc2)cc1,104,102,105,99,100,104,103,101
CN(C)C(=O)OCc1nc2c(N3CCOCC3)nc(Cl)nc2n1C,107,100,106,101,100,101,91,99
Cc1nn(-c2ccccc2)c2c1[C@@H](C)[C@H]1CC3(CC4(C)C[C@@H]3C1(C)c1c(C)nn(-c3ccccc3)c1N4C)N2C (some centres not stated),43,28,56,49,54,27,24,33
